Assay outcomes deposited in PubChem BioAssay by National Center for Advancing Translational Sciences (NCATS).
Vif-APOBEC3G blk: Vif-A3G binding inhibition. AID 602310. HeLa A3G-eYFP + Vif (tagged APOBEC3G with the HIV-1 protein that degrades it), YFP fluorescence, overnight. Potency, µM (series often up to 46.1 µM), inactives show top-dose activity, negative = active, actives largely listed as inhibitors. 0.076% of 410,000 active. Q9HC16;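 further: potency means the concentration at half of the fitted maximal effect; on the % scale 0 is the no-effect control and ±100 the full control effect; nearly all actives have a fitted effect of over 60% in size; hits raise eYFP signal because A3G escapes Vif-driven loss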
Target sequence (Q9HC16 whole entry, looked up): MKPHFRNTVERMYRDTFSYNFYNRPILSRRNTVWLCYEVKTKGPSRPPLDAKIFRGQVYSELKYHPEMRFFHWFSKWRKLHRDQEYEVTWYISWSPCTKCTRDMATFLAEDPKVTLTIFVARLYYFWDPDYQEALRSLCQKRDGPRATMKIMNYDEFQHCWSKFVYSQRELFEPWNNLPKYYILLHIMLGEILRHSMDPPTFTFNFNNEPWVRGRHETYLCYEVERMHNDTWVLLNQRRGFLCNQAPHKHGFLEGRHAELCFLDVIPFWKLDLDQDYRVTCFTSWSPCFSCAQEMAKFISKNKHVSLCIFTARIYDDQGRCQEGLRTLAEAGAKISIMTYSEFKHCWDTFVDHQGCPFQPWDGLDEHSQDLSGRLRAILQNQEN
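Read-out is eYFP fluorescence (Ex 488/Em 500-530) from Vif-expressing HeLa A3G-eYFP cells; more signal means A3G escaped Vif-mediated degradation. Cells plated overnight, compound pinned in, incubated overnight at 37 deg C.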
RGS4 inh: blocks human RGS4-accelerated GTP hydrolysis. P49798. Transcreener GDP fluorescence polarization, RGS4-accelerated GTP hydrolysis. Potency, µM (top dose mostly 114 µM), inactives show top-dose activity change, negative = inhibition, usual class: inhibitors. 0.039% of 390,000 active; further: potency means the concentration at half of the fitted maximal effect; on the % scale 0 is the no-effect control and ±100 the full control effect; nearly all actives have a fitted effect of over 75% in size; some results filed as inactive show a strong effect at the top dose
Target sequence (P49798 whole entry, looked up): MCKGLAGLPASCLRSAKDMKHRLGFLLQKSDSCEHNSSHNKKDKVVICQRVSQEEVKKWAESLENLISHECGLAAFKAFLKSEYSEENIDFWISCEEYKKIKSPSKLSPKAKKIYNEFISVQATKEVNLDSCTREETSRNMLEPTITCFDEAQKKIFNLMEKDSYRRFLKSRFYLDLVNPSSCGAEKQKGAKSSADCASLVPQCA
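MLSMR compounds (23 nl, pin-transferred) preincubated 10 min at room temperature with a 500nM (2x) first reagent, then RGS4 at 900nM (2x) plus Transcreener GDP mix added; fluorescence polarization (620/688 nm) read before and after 90 min at 30 °C.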
ERG Ets-DNA blk: ERG Ets/DNA interaction inhibition. P11308. fluorescence polarization, His-ERG Ets domain / labelled DNA. Potency, µM (highest dose often 76.9 µM), for the others: at the top dose FP activity, negative = inhibition, most hits filed as inhibitors. 0.028% of 370,000 active. AID 624246; active means well fitted inhibition curve with a large enough effect in the polarisation, with a control signal flat; inconclusive means small, poorly fitted or top-dose-only effect, or effect the other way, or a change in a side signal; inactive means no such curve, though single readings can be large or run the other way; the % refers to the polarisation;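 further: polarization taken with two DNA probes labelled with fluorescein and Texas red; potency means the concentration at half of the fitted maximal effect; % of control where 0% means no effect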
Target sequence (P11308 whole entry, looked up, the tested form may be a part): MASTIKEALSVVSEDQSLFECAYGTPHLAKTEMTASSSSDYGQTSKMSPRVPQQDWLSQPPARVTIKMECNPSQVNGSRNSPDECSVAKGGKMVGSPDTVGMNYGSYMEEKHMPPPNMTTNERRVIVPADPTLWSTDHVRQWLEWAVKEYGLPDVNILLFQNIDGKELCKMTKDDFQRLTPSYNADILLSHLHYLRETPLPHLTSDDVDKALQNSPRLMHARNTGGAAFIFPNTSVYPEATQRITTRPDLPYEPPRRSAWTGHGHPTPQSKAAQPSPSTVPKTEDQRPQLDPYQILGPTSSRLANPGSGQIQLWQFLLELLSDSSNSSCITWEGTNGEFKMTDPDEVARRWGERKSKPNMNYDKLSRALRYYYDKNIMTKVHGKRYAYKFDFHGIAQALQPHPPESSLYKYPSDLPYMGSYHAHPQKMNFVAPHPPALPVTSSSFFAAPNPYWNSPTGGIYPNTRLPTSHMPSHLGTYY
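His-tagged ERG Ets domain (1 uM in the protein solution; 300mM KCl, 50mM Tris-HCl, 1mM EDTA, 1mM DTT, pH 7.5) received compound, then a probe mix of 5 nM fluorescein-DNA and 100nM Texas-615-DNA. Fluorescence polarization was read for both dyes.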
Glioma ERSR ind: ER stress response induction in glioma | U87-MG GRP78 promoter luciferase reporter, 16 h | Potency, µM, for inactives: at the top dose activation, most hits filed as activators | 0.02% of 420,000 active | AID 602332; further: potency means the concentration at half of the fitted maximal effect; series mostly up to about 76 µM; % of control where 0% means no effect; nearly all actives have a fitted effect of over 35% in size
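ERSR induction read as luciferase luminescence (Bright-Glo, 10 min at room temperature) in stably transfected human U87-MG glioma cells exposed to compounds for 16 h, using GRP78 as sensor.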
ALOX12 inh: ALOX12 (human) lipoxygenase inhibition; P18054; Potency, µM (titrated, usually from 108 µM), without a hit: top-dose activity change, negative = inhibition, usual class: inhibitors; purified 12hLO, xylenol orange hydroperoxide absorbance; 1.1% of 580,000 active; further: potency means the concentration at half of the fitted maximal effect; on the % scale 0 is the no-effect control and ±100 the full control effect
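Hydroperoxide product was detected by ferrous iron/xylenol orange as the 573 to 405 nm absorbance ratio. Arachidonic acid at 40 uM (final) was turned over for 30 min at room temperature by 150 nM human 12hLO, pH 7.0 Hepes buffer, after 15 min compound preincubation.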
D2 antagonist: antagonizes the human D2 dopamine receptor. 2% of 340,000 active. inhibition, % at 10 µM. AID 485344. P14416. HEK293 TREx D2 cells, calcium flux, dopamine EC80; in the data active means inhibition above about 30%; further: 0% is about no effect
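Dopamine at EC80 is the agonist stimulus; test compounds precede it by 180 s. Calcium flux read kinetically in a force-coupled, inducible HEK293 T-REx D2 cell line.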
LDHA block: LDHA (human) enzyme inhibition | P00338 | purified LDHA, NADH/diaphorase-resazurin fluorescence; stronger effect = lower value | activity change, % (values are at about 110 or 230 µM) | 0.15% of 480,000 active; in the data active means activity change below about -30%; inconclusive means mostly about -25% to -30%;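 further: plate controls were DMSO wells for no effect and wells without enzyme for full effect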
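Human LDH5 at 2 nM final in Tris HCl pH 7.4 with 0.06 mM NADH and 0.2 mM pyruvate, reacted 5 minutes at room temperature. Remaining NADH coupled via diaphorase/resazurin; resorufin fluorescence read at 0 and 20 minutes, normalized to enzyme-free and DMSO wells.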
D2 agonist: D2 dopamine receptor (human) agonism; 0.53% of 340,000 active; P14416; activation, % at 2 µM; HEK293 T-REx D2 cells, calcium flux agonist mode;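 active means activation over 3 SD above normal in the single-dose calcium agonist read, cut at about 30% in these data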; further: 0% is about no effect
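Calcium-flux readout, 1 cycle/sec over 180 s following compound pin transfer, in inducible HEK293 Trex D2 cells (force-coupled); dopamine controls included. Positive calcium responses during this window marked compounds as potential agonists.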
Vif-A3F inh: blocks the Vif interaction with APOBEC3F. Potency, µM (highest dose often 46.1 µM), inactives show at the top dose activity, negative = active. HeLa A3F-eYFP + Vif (tagged APOBEC3F with the HIV-1 protein that degrades it), YFP fluorescence increase. 0.2% of 390,000 active; further: potency means the concentration at half of the fitted maximal effect; % of control where 0% means no effect; nearly all actives have a fitted effect of over 65% in size
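HeLa cells stably expressing A3F-eYFP plus Vif, plated and incubated overnight at 37 deg C, then exposed to compounds overnight at 37 deg C. Blocked degradation read as raised yellow fluorescence (Ex 488/Em 500-530).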
* marks the source's active call; other numbers are inactive results; ? = inconclusive; . = not tested or not shown; & = joins results of further samples; [ ] = another dose, or the depositor's remark. Unless noted, the call rests on the fitted dose curve; in most records, active means well fitted curve in the direction sought with a large enough effect; inconclusive means small, poorly fitted or top-dose-only effect, or another doubt; inactive means no such curve, though single readings can be large; an effect the other way counts as inactive or inconclusive.

#	SMILES	Vif-APOBEC3G blk	RGS4 inh	ERG Ets-DNA blk	Glioma ERSR ind	ALOX12 inh	D2 antagonist	LDHA block	D2 agonist	Vif-A3F inh
1	CCCCC(=O)N(c1ccc(OCC)cc1)C1C=CS(=O)(=O)C1 (stereo not given)	1%	-14%	.	-4%	7%	3	-1	0.1	-1%
2	CC(=O)c1ccc(N2CCN(c3ccc(C(F)(F)F)cn3)CC2)cc1	1%	-19%	.	-2%	-2%	-6	-5	0.8	-5%
3	CC(C)c1ccc(NC(=S)N2CCN(C)CC2)cc1	1%	-15%	5%	5%	8%	-10	2	0.4	3%
4	CCC(c1nnnn1CS(=O)(=O)c1ccc(C)cc1)N1CCC(C(N)=O)CC1 (stereo not given)	-1%	20%	7%	-2%	?	-18	-6	-2.9	0%
5	CCn1c(SCC(=O)NCc2ccc3c(c2)OCO3)nc2c(c1=O)SCC2	0%	-17%	10%	-2%	46%[activator]	8	5	1.0	9%
6	CCOc1ccccc1Oc1ccc(C(F)(F)F)cn1	1%	-1%	-3%	-2%	0%	.	-2	.	-1%
7	CCn1cc(C(=O)NCc2ccccc2F)c(=O)c2ccc(C)nc21	2%	-14%	4%	-4%	.	13	0	0.4	14%
8	Cc1sc2c(c1C)c(=O)n(CCc1ccccc1)c(=O)n2Cc1cccc(F)c1	.	19%	-2%	.	-21%	.	-11	.	.
9	Clc1ccc(-c2csc(N/N=C/c3ccco3)n2)cc1	-3%	-17%	?	1%	?	23	0	0.6	-2%
10	CC(C)c1ccc(O)c(C(=O)c2cnn(-c3ccccc3)c2)c1	-4%	0%	0%	-1%	?	.	-2	.	-6%
11	CCOC(=O)Cn1c(CN(C)Cc2ccccc2)nc2c1c(=O)n(C)c(=O)n2C	2%	-3%	1%	-4%	0%	.	3	.	3%
12	O=C(CCCN1C(=O)/C(=C/c2ccccc2)SC1=S)Nc1cccc(O)c1	-15%	-5%	19%	-5%	-20%	16	-2	1.9	0%
13	CN(C)C(=O)C1Cc2ccccc2CN1S(=O)(=O)c1ccc(F)cc1 (stereo not given)	3%	-8%	16%	-3%	10%	-14	1	-0.6	-4%
14	Cc1cc(C(=O)CN2C(=O)c3ccccc3S2(=O)=O)c(C)n1CC1CCCO1 (stereo not given)	-1%	14%	2%	-4%	-21%	-10	-7	0.3	-11%
15	Cc1ccc(/C=C/C(=O)c2ccc(C)cc2)cc1	-1%	-17%	3%	6%	-6%	18	1	-0.3	-5%
16	COc1ccc(S(=O)(=O)NC(C(C)C)C(C)C)cc1OC	-1%	-33%	0%	-8%	1%	-1	1	-1.6	-10%
17	COCCCNC(=O)CSc1c2c(nc3ccc(Cl)cc13)CCCC2	-5%&-16%	-15%&-13%	?	-14%&-9%	-8%&-13%	6	-4&-5	1.2&-0.3	-19%&1%
18	CCOc1ccccc1Oc1cn[nH]c1-c1ccc(OC)cc1O	-23%	-5%	3%	8%	?	16	0	-2.0	-8%
19	CCN(CC)C(=O)c1sc(NC(=O)C2c3ccccc3Oc3ccccc32)c(C(=O)OC(C)C)c1C	1%	12%	-1%	-3%	-2%	.	0	-0.2	-13%
20	Cc1nc2[nH]c(=O)c3c(n2n1)NC1=C(C(=O)CC(C)(C)C1)C3c1ccccc1 (stereo not given)	-6%	1%	-7%	-6%	-23%	13	-7	-0.1	0%
21	CCOC(=O)c1ccccc1NC(=S)N1CCN(C2CCCCC2)CC1	0%	2%	5%	-5%	-14%	-10	-4	-0.5	0%
22	O=C(Nc1ccc(S(=O)(=O)C(F)F)cc1)c1cccc(S(=O)(=O)N2CCOCC2)c1	1%	4%[11.4 µM]	-2%	-2%	?	-17	-3	2.6	-7%
23	S=c1[nH]nc(CN2CCCC2)n1Cc1ccccc1	0%	8%	-2%	-3%	-9%	2	-10	1.8	0%
24	Cc1cccn2c(=O)c(/C=N/O)c(Nc3ccccc3F)nc12	-7%	-7%	-14%	4%	408%[activator]	7	-7	0.6	2%
25	CCc1cc(C(c2ccncc2)N2CCN(C)CC2)c(NC(=O)c2ccccc2)s1 (stereo not given)	0%	-33%	.	0%	-20%	-1	4	2.4	-2%
26	O=S(=O)(c1cccc(-c2csc(-c3cccnc3)n2)c1)N1CCOCC1	-1%	-31%	-5%	-5%	-2%	-11	-11	0.3	-3%
27	Cc1cccc(-n2nnnc2SCC(=O)NC2CCCC2)c1	-8%	12%	0%	-1%	-5%	.	0	.	-1%
28	CCOC(=O)N1CCN(C(=O)COc2ccccc2Cl)CC1	-4%	-15%[56.9 µM]	-5%	-2%	22%	10	-6	-0.9	0%
29	CN(C)c1ccc(NS(=O)(=O)c2cc3c4c(c2)CC(=O)N4CCC3)cc1	0%	-12%	-2%	-3%	-13%	17	4	0.0	-3%
30	CN(c1ccccc1)S(=O)(=O)c1ccc(Cl)c(C(=O)OCC(=O)NC2CCS(=O)(=O)C2)c1 (stereo not given)	0%	-11%	-3%	-3%	-7%	4	-1	2.9	-19%
31	CC1CC(C)(C)NC(=S)N1CCCC(=O)Nc1ccc2c(c1)OCCO2 (stereo not given)	2%	-39%	2%	-6%	-30%	-24	0	-7.0	1%
32	O=C(COC(=O)c1cc(Cl)nc(Cl)c1)NCCc1ccc(F)cc1	1%	13%	15%	-3%	-20%	.	1	.	0%
33	Cc1ccc2[nH]c(=O)c(CN(C(=O)c3cccc([N+](=O)[O-])c3)C(C)C)cc2c1	-4%	0%	-11%	-5%	12%	-4	-5	50*	-10%
34	CCn1ccnc1CN(C)C(=O)c1cc(COc2c(F)cccc2F)on1	1%	-16%	0%	-2%	11%	.	-2	.	1%
35	Cc1c(NC(=O)COC(=O)c2cc3c4ccccc4n(C)c3s2)c(=O)n(-c2ccccc2)n1C	1%	2%	-7%	-2%	?	2	-2	-0.1	4%
36	O=C(N/N=C/c1ccccc1)C(=O)N/N=C/c1ccccc1	5%	-15%	-7%	0%	-9%	3	0	0.3	10%
37	COc1ccc(-c2nnc(SCc3ccccn3)n2C)cc1	3%	-12%[11.4 µM]	0%	-1%	6%	-14	-1	-0.6	0%
38	C=C1CCN([C@@H](Cc2ccccc2)C(=O)NCc2ccccc2)S(=O)(=O)c2ccccc21	-7%	-16%	-3%	-3%	4%	.	1	.	1%
39	CCOC(=O)C1CCN(CCC(=O)Nc2ccccc2)CC1	-4%	7%	2%	-4%	139%[activator]	-22	-6	-0.4	-2%
40	O=C(CCl)N1CCN(CC(=O)N2CCCC2)CC1	-1%	0%	7%	1%	?	-4	-2	2.3	11%

Some of these compounds in order of their number in RGS4 inh, lowest first.
# | structure | RGS4 inh
36 | O=C(N/N=C/c1ccccc1)C(=O)N/N=C/c1ccccc1 | -15%
35 | Cc1c(NC(=O)COC(=O)c2cc3c4ccccc4n(C)c3s2)c(=O)n(-c2ccccc2)n1C | 2%
32 | O=C(COC(=O)c1cc(Cl)nc(Cl)c1)NCCc1ccc(F)cc1 | 13%

Other structures
#	SMILES	Vif-APOBEC3G blk	RGS4 inh	ERG Ets-DNA blk	Glioma ERSR ind	ALOX12 inh	D2 antagonist	LDHA block	D2 agonist	Vif-A3F inh
41	COc1ccccc1NC(=O)C1CCCN(c2ncnc3c2nc2n3CCCCC2)C1 (stereo not given)	0%	32%	5%	-6%	-3%	11	-3	-0.3	-5%
42	COc1ccc(C(=O)C(CO)Oc2ccccc2OC)cc1OC (stereo not given)	2%	-14%	3%	-3%	10%	-7	-4	-0.4	0%
43	Cc1c(C(=O)NC2CCOC2)oc2c(F)cccc12 (stereo not given)	-1%	-26%	-14%	1%	-6%	-8	0	0.8	-3%
44	COc1cc(Nc2nc(SCc3ccccc3F)nc3ccccc23)cc(OC)c1	0%	-15%	-1%	-4%	-18%	.	9	2.2	-23%
45	COc1ccc(CC(=O)Nc2sccc2C#N)cc1S(=O)(=O)N1CCOCC1	2%	-28%	5%	-3%	-4%	12	0	1.3	-6%
46	O=C(C[n+]1cc(-c2ccc(Cl)cc2)n2c1CCC2)N1c2ccccc2Sc2ccccc21	1%	0%	-4%	-1%	?	10	-3	0.0	-8%
47	CSCCC(NC(=O)COc1ccccc1)C(=O)N(C)CC(=O)Nc1c(C)cccc1C (stereo not given)	-4%	-3%	-7%	0%	17%	.	1	.	6%
48	COCCN1CCc2nc(SCC(=O)Nc3ccc(Br)cc3)[nH]c(=O)c2C1	-5%	-6%	-2%	-1%	7%	.	-4	0.6	-12%

Rewritten as labelled records: entries from further up
46. O=C(C[n+]1cc(-c2ccc(Cl)cc2)n2c1CCC2)N1c2ccccc2Sc2ccccc21
- Vif-APOBEC3G blk: 1%
- RGS4 inh: 0%
- ERG Ets-DNA blk: -4%
- Glioma ERSR ind: -1%
- ALOX12 inh: ?
- D2 antagonist: 10
- LDHA block: -3
- D2 agonist: 0.0
- Vif-A3F inh: -8%

47. CSCCC(NC(=O)COc1ccccc1)C(=O)N(C)CC(=O)Nc1c(C)cccc1C (stereo not given)
- Vif-APOBEC3G blk: -4%
- RGS4 inh: -3%
- ERG Ets-DNA blk: -7%
- Glioma ERSR ind: 0%
- ALOX12 inh: 17%
- D2 antagonist: .
- LDHA block: 1
- D2 agonist: .
- Vif-A3F inh: 6%

A portion of the library; rates above refer to the full screens.
